TcdB GH inh = inhibitors of Clostridioides difficile toxin B glycohydrolase. TcdB glycohydrolase enzymatic assay, plate reader. inhibition, % at 9.99 µM. hit rate 0.24% among 350,000. P18177. AID 652162; in the data active = inhibition above about 10%
The depositor's hits bear a star; & = joins results of further samples. The list is partial; the hit share may differ from the screen's.

SMILES | TcdB GH inh
Cc1nccn1-c1ccc(NC(=O)[C@H]2O[C@@H](n3ccc(=O)[nH]c3=O)[C@H](O)[C@@H]2O)cc1 | 1.0
O=C(Cc1ccccn1)N[C@@H]1CC[C@H](CCn2cc(-c3ccc(F)cc3)nn2)O[C@H]1CO | 0.0
O=C(Nc1ccc(F)cc1)C(c1cc2ccccc2o1)N1CCN(CC(=O)N2CCCC2)CC1 (centres undefined) | 0.2
COc1cccc(CNC(=O)[C@H]2CCCN2C(=O)[C@H]2CCCN2C(=O)c2ccccc2)c1 | 1.5
COc1ccc(CCN2CC(=O)N3CCc4ccc(N5CCOCC5)cc4C3CC2=O)cc1OC (centres undefined) | 1.1
C[C@H](c1ccccc1)N1C[C@@H](COCc2ccccc2)Oc2cc(N3CC[C@@H](O)C3)ccc2S1(=O)=O | -0.4
CC(C)N1C(=O)c2ccccc2NC(=O)C1C(=O)NCc1cccc(C(F)(F)F)c1 (centres undefined) | 1.1
COc1ccccc1-c1ccc2n(c1=O)C[C@H]1[C@H](CO)[C@@H](C(=O)Nc3nccs3)N(C)[C@@H]21 | 0.5
O=C(Nc1ccc(F)cc1)N1CC(=O)N2[C@H](CO)[C@@H](c3ccc(C4=CCCC4)cc3)[C@H]2C1 | -0.5
O=C1Nc2ccccc2-n2nnnc2C1N1CCN(c2cccc(C(F)(F)F)n2)CC1 (centres undefined) | 1.9
O=C(C[C@H]1CC[C@H](NC(=O)Cc2cccnc2)[C@H](CO)O1)Nc1ccccc1 | -0.1
CN(C)C(=O)c1cccc(-c2ccccc2[C@H]2[C@H](C#N)N(C(=O)C3CCCCC3)[C@H]2CO)c1 | 0.5
COc1ccc(-c2cn(CC[C@H]3CC[C@@H](NC(=O)Nc4ccc(F)cc4)[C@H](CO)O3)nn2)cc1 | -0.9
COC(=O)c1ccc(CN2CC(=O)N3[C@H](C2)[C@H](c2ccc(-c4ccccc4F)cc2)[C@@H]3CO)cc1 | -0.2
CCC(=O)NC[C@@H]1[C@@H](c2ccc(-c3ccc(F)cc3)cc2)[C@@H](CO)N1C(=O)CC | 0.8
COc1ccc(-c2ccccc2[C@H]2[C@@H](C#N)N(C(=O)NC3CCCC3)[C@H]2CO)cc1 | -0.3
CCCNC(=O)N1CC2(C1)[C@@H](c1ccccc1)[C@@H](CO)N2CC1CC1 | -0.4
O=C(NCc1ccccc1)C(c1ccco1)N1CCN(c2ccccc2F)CC1 (centres undefined) | 0.8
COc1ccc2c3c([nH]c2c1)[C@H](CO)N(C(=O)c1ccccn1)CC31CCN(C(=O)C2CCC2)CC1 | 0.6
CCCNC(=O)N1CC2(CCN(C(=O)CN(C)C)CC2)c2c(n(C)c3cc(OC)ccc23)[C@H]1CO | 0.3
C[C@@H]1COc2cc(N3CCC[C@H]3CO)ccc2S(=O)(=O)N1 | -0.1
O=C(Cc1ccccn1)N1CC2(C1)[C@@H](c1ccccc1)[C@@H](CO)N2C(=O)c1ccccc1 | 0.6
COC(=O)c1cc2c(c3c4cc(OC)ccc4n(S(=O)(=O)c4ccc(OC)cc4)c13)C(=O)N(Cc1ccc(N(C)C)cc1)C2 | -0.1
COc1ccc2c3c([nH]c2c1)[C@@H](CO)N(Cc1nccs1)CC31CN(C(=O)C2CC2)C1 | 0.3
O=C1CSCN1c1ccccc1 | -0.7
Nc1[nH]c(C(=O)c2ccccc2)c(-c2ccccc2Br)c1C(=O)c1cccs1 | 0.7
COc1cccc(NC(=O)N2CC(=O)N3[C@H](C2)[C@@H](c2ccc(C#CC4CCCC4)cc2)[C@@H]3CO)c1 | 0.6
O=C(C[C@H]1C=C[C@@H](NS(=O)(=O)c2ccccc2)[C@@H](CO)O1)N1CCN(c2ccccc2)CC1 | 1.6
COc1ccc2c3c([nH]c2c1)[C@@H](CO)N(C(=O)c1ccccc1)CC31CN(C(=O)Nc2cccc(F)c2)C1 | -0.1
COc1cccc(C=C(C(C)=O)C(=O)c2ccccc2)c1 | 2.7
CCc1nc(N2[C@H](C#N)[C@@H](c3ccccc3-c3ccccc3C)[C@H]2CO)sc1C | 0.0
CC(=O)N1c2ccccc2N=C(c2ccc(C(F)(F)F)cc2)C1C(=O)NC1CCCC1 (centres undefined) | 2.6
CN(C)c1ccc2c(c1)[C@@H]1C[C@@H](CC(=O)N3CCCCC3)O[C@H](CO)[C@@H]1O2 | -49
Cc1cc2c(c(=O)o1)[C@@]1(C(=O)N(c3ccccc3)c3ccccc31)C1=C(CCCC1=O)O2 | 0.9
C[C@@H]1CN([C@@H](C)CO)C(=O)c2cc(C#Cc3ccccc3F)cnc2O[C@H]1CN(C)C(=O)C1CCC1 | -2.0
O=C1CCC(OCc2ccccc2)CCN1[C@H](CSc1ccccc1)Cc1ccccc1 (some centres undefined) | -0.1
COc1ccc(S(=O)(=O)N(C)C[C@H]2Oc3ccc(NS(=O)(=O)c4ccc(F)cc4)cc3CC(=O)N([C@@H](C)CO)C[C@@H]2C)cc1 | 0.2
O=C(c1ccccc1)N1CC(=O)N2[C@H](CO)[C@@H](c3ccc(-c4ccccc4)cc3)[C@H]2C1 | -2.1
CCOC(=O)[C@]12CCC=C1N(Cc1ccc(Cl)cc1Cl)C(=O)[C@H](CC(=O)NCc1cccs1)C2 | -1.3
O=C1CNC[C@H]2[C@H](c3ccc(C4=CCCC4)cc3)[C@H](CO)N12 | 0.7
CCCCOCCCNC(=O)C[C@@H]1C[C@@]2(C(=O)OCC)CCCC=C2N(Cc2ccc3c(c2)OCO3)C1=O | 0.8
Nc1ccn([C@@H]2O[C@H](C(=O)NCCCN3CCCC3=O)[C@@H](O)[C@H]2O)c(=O)n1 | 1.6
CC(=O)N1CC2(C1)[C@@H](c1ccccc1)[C@@H](CO)N2Cc1cc(F)ccc1F | -0.4
COc1ccc(-c2cc(NC(=O)Cc3c[nH]c4ccccc34)ccc2N(C)c2cccnc2)cc1F | 1.3
O=C(CC1CC1)N1[C@@H](CO)[C@@H](c2ccccc2)C12CN(Cc1cc(F)ccc1F)C2 | -1.1
Cn1cncc1C#Cc1ccc(N2C(c3ccsc3)=Cc3ccc(F)cc3C2c2c[nH]c3ccccc23)cc1 (centres undefined) | -1.0
O=C(C1CCOCC1)N1CC(=O)N2[C@@H](CO)[C@H](c3ccc(C#CCc4ccccc4)cc3)[C@@H]2C1 | -0.1
COCc1cc(N2CCN(C(=O)OC(C)(C)C)C[C@H]2C)ccc1N1CC[C@@H](O)C1 | -73
CC(C)CCN1C(=O)CSCC1(C)C(=O)NCc1ccccc1 (centres undefined) | 0.6
C/C=C/c1ccc([C@@H]2[C@@H](CO)N3C(=O)CN(S(=O)(=O)c4ccccc4)C[C@H]23)cc1 | -0.2
CN(C)C(=O)c1cccc(-c2ccc([C@@H]3[C@@H](CO)N4C(=O)CN(C(=O)Cc5ccccc5)C[C@H]34)cc2)c1 | -0.3
O=C(c1cccc(F)c1)N1CC(=O)N2[C@@H](CO)[C@@H](c3ccc(-c4cccnc4)cc3)[C@@H]2C1 | -1.0
C/C=C/c1ccc([C@H]2[C@@H](CO)N(C(=O)CC)[C@@H]2CN(C)C(=O)NC(C)C)cc1 | -0.9
CCNC(=O)N1CCN(c2ccc(N3CCN(C(=O)NCC)[C@@H](C)C3)c(C)c2)[C@H](C)C1 | -52
Cc1cccc(-c2ccc([C@H]3[C@@H](CO)N4C(=O)CN(C(=O)c5cccnc5)C[C@H]34)cc2)c1 | 1.6
COc1ccc2c3c(n(C)c2c1)[C@H](CO)N(C(=O)C1CC1)CC31CCN(C(=O)C2CCOCC2)CC1 | 0.3
COc1ccc2c3c([nH]c2c1)[C@H](CO)N(Cc1cccc(F)c1)CC31CN(Cc2ccccn2)C1 | -0.6
O=C(c1ccncc1)N1CC2(C1)[C@H](c1ccccc1)[C@@H](CO)N2Cc1ccccn1 | -0.1
COc1ccc2ccccc2c1CN1CCN(c2ncc(Cc3ccccc3)cn2)CC1 | 1.7
Cc1ccc(S(=O)(=O)N[C@H]2CCC[C@@H]2O)cc1 | 1.1
Following part
SMILES | TcdB GH inh
O=C1NC[C@@H](CCCCN2CCN(Cc3ccccc3)C(=O)C2=O)N(CC2CCCCC2)C1=O | 0.0
Cc1cc(C(=O)Nc2cccc3c2O[C@@H](CN(C)S(=O)(=O)c2ccc(Cl)cc2)[C@@H](C)CN([C@@H](C)CO)C3=O)n(C)n1 | 0.4
CCCCNC(=O)c1nc(-c2cccc(C(F)(F)F)c2)oc1-c1ccc(OC(F)(F)F)cc1 | 0.4
O=C1NC[C@@H](CCCCN2C[C@H](Cc3ccc(O)cc3)N(CCc3ccc(O)cc3)C(=O)C2=O)N(CC2CCCCC2)C1=O | 0.2
CCc1c(-c2ccc(Br)cc2)ncn1Cc1cccc(-c2ccccc2)c1 | 1.6
Cc1ccccc1-c1ccc(C2[C@H]3CNC[C@@H]2N3S(=O)(=O)c2ccccc2C)cc1 (some centres undefined) | -1.7&-7.8
O=S1(=O)N[C@H](c2ccccc2)COc2cc(Br)ccc21 | 0.6
O=C(C1CCCC1)N1CC[C@@H]2[C@H](CO)Nc3ccc(C#Cc4ccc(F)cc4)cc3[C@@H]21 | -0.9
O=C(NCc1ccccc1)[C@H]1CCCN1C(=O)[C@H]1CCCN1C(=O)N1CCCCC1 | 1.3
O=C(NC1CCCC1)N1CC2(C1)[C@H](c1ccccc1)[C@H](CO)N2CC1CC1 | -0.3
COCc1[nH]nc2c1C(c1ccc(Br)cc1)N(c1ccc(OC)cc1)C2=O (centres undefined) | 0.8
O=C(Nc1ccc(F)cc1)N[C@H]1CC[C@H](CCNC(=O)c2ccccc2F)O[C@H]1CO | -10
COc1ccc2c3c([nH]c2c1)[C@H](CO)N(Cc1cccc(F)c1)CC31CN(C(C)=O)C1 | -0.2
O=C(C1CCOCC1)N1CC(=O)N2[C@@H](CO)[C@@H](c3ccc(C#CC4CCCCC4)cc3)[C@@H]2C1 | 0.4
Nc1[nH]c(C(=O)c2ccccc2)c(-c2ccc(Cl)cc2)c1C(=O)NCc1ccco1 | 0.4
CCCC#Cc1ccc([C@H]2[C@@H](CO)N3C(=O)CN(C(=O)NC4CCCC4)C[C@H]23)cc1 | -1.3
COc1cc(CN2C[C@@H]3N[C@H](C2)C3c2ccc(-c3ccccc3C)cc2)cc(OC)c1 (some centres undefined) | 0.9&1.1
CCCNC(=O)C[C@@H]1CC[C@@H]2[C@@H](COc3ccc(NC(=O)NCCC)cc3C(=O)N2C)O1 | 0.5
CCNC[C@H]1[C@@H](c2ccc(C3=CCCC3)cc2)[C@@H](CO)N1C(=O)C1CCCC1 | -1.0
CN1[C@H](C(=O)NC2CCCC2)[C@@H](CO)[C@@H]2Cn3c(ccc(-c4cccc(F)c4)c3=O)[C@@H]21 | -0.3

11 structures from above, sorted by SMILES length, smallest number first:
SMILES | TcdB GH inh
COc1cccc(C=C(C(C)=O)C(=O)c2ccccc2)c1 | 2.7
O=C(NCc1ccccc1)C(c1ccco1)N1CCN(c2ccccc2F)CC1 (centres undefined) | 0.8
COc1ccc2ccccc2c1CN1CCN(c2ncc(Cc3ccccc3)cn2)CC1 | 1.7
O=C(Nc1ccc(F)cc1)N[C@H]1CC[C@H](CCNC(=O)c2ccccc2F)O[C@H]1CO | -10
O=C(CC1CC1)N1[C@@H](CO)[C@@H](c2ccccc2)C12CN(Cc1cc(F)ccc1F)C2 | -1.1
CCNC(=O)N1CCN(c2ccc(N3CCN(C(=O)NCC)[C@@H](C)C3)c(C)c2)[C@H](C)C1 | -52
O=C(c1ccccc1)N1CC(=O)N2[C@H](CO)[C@@H](c3ccc(-c4ccccc4)cc3)[C@H]2C1 | -2.1
CN(C)C(=O)c1cccc(-c2ccccc2[C@H]2[C@H](C#N)N(C(=O)C3CCCCC3)[C@H]2CO)c1 | 0.5
O=C(Nc1ccc(F)cc1)N1CC(=O)N2[C@H](CO)[C@@H](c3ccc(C4=CCCC4)cc3)[C@H]2C1 | -0.5
O=C(C[C@H]1C=C[C@@H](NS(=O)(=O)c2ccccc2)[C@@H](CO)O1)N1CCN(c2ccccc2)CC1 | 1.6
CN1[C@H](C(=O)NC2CCCC2)[C@@H](CO)[C@@H]2Cn3c(ccc(-c4cccc(F)c4)c3=O)[C@@H]21 | -0.3

More entries:
SMILES | TcdB GH inh
Cc1ccc(C2c3c(n[nH]c3C)C(=O)N2Cc2ccccc2)cc1 (centres undefined) | 0.6
CCCNC(=O)N1CC2(CN(Cc3ccncc3)C2)c2c(n(C)c3cc(OC)ccc23)[C@H]1CO | 1.1
CCCCCCCCN1C(=O)[C@H](CC(=O)NCc2ccc(OC)c(OC)c2)C[C@@]2(C(=O)OCC)CCC=C12 | 1.8
COCC(=O)N1CC[C@@H]2[C@@H](CO)Nc3ccc(-c4cccc(C#N)c4)cc3[C@@H]21 | 0.6
CCCCCCn1cc(CN2CC(N3CCN(CCN(C)C)CC3)CS2(=O)=O)nn1 (centres undefined) | -1.4
C/C=C/c1ccc([C@H]2[C@@H](CO)N(C(=O)C3CCC3)C23CN(S(=O)(=O)CC)C3)cc1 | -1.2
COc1ccc2c3c(n(C)c2c1)[C@@H](CO)N(C(C)=O)CC31CCN(Cc2ccccc2OC)CC1 | -0.6
CCCCn1nnnc1C(c1ccccc1)N1CCN(C(=O)C2CCCO2)CC1 (centres undefined) | 0.9
O=C(Nc1ccccc1F)N1CC(=O)N2[C@H](C1)[C@H](c1ccc(C#CC3CC3)cc1)[C@@H]2CO | -0.5
COc1ccc(C#Cc2ccc([C@H]3[C@H](CO)N4C(=O)CN(C(C)=O)C[C@@H]34)cc2)cc1 | 1.9
COC(=O)C1=CN(c2ccc(C(C)(C)C)cc2)C(N)=C(C#N)C1c1cccc([N+](=O)[O-])c1 (centres undefined) | 0.6
O=C(C[C@@H]1C[C@@H]2c3cc(NC(=O)NC4CCCCC4)ccc3O[C@@H]2[C@@H](CO)O1)NCCc1ccccc1 | -0.7
COc1ccc2c3c([nH]c2c1)[C@H](CO)N(S(C)(=O)=O)CC31CCN(C(=O)c2ccccc2)CC1 | -0.9
COC(=O)C1=C(C)N(Cc2ccccc2)C(=S)NC1c1ccc(Cl)cc1 (centres undefined) | 1.2
COCC#Cc1ccc([C@H]2[C@H](CO)N3C(=O)CN(C(=O)C4CCOCC4)C[C@@H]23)cc1 | -0.4
